# pCIP destab: p/CIP-EGFP fusion destabilizers, primary screen, fluorescence, F442A cells; decrease of EGFP signal, % at 10 µM; 16 h; 290,000 compounds, 0.01% hits; Q05BA5;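 active = EGFP signal decrease of at least 30% at 10 µM or well 3 SD below plate mean, unless failing retest; inactive = the rest, including hits failing retest or dose response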; also: some compounds called inactive have numbers as strong as hits; many of its hits are not listed in these tables
# PHOSPHO1 inh: PubChem AID 1565 | inhibition, % at 13.3 µM | Phosphoethanolamine/phosphocholine phosphatase (Homo sapiens), Q8TCT1 | 290,000 compounds, 1.1% hits | recombinant PHOSPHO1, absorbance phosphatase assay; in the data active = inhibition above about 60%
# Target sequence (Q8TCT1 whole entry, looked up): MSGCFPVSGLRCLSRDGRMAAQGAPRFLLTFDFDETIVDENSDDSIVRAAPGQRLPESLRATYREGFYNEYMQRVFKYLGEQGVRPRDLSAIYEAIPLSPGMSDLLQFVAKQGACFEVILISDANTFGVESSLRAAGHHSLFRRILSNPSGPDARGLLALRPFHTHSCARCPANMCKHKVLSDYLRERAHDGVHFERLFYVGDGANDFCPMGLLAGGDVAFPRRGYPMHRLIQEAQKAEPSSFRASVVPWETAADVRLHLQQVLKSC
# IMP-1 inh: IMP-1 metallo-beta-lactamase inhibitors, primary screen, biochemical, epi-absorbance readout, Pseudomonas aeruginosa enzyme; inhibition, % at 5.6 µM; AID 1556, 2009; purified IMP-1, nitrocefin hydrolysis, epi-absorbance fluorescence; 290,000 compounds, 0.45% hits;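 active = inhibition above the mean plus 3 SD of all compounds in the same screening run, cut at about 4.5% in these data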;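 also: 0% = IMP-1 with DMSO and 100% = DMSO wells lacking enzyme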
#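 System: purified IMP-1 / Input: IMP-1 dispensed at 0.2 nM / Medium: 50 mM HEPES pH 7.1, 50 µM ZnSO4, 0.05% Brij 35 / Timing: 15 min enzyme–compound preincubation, then 25 min nitrocefin reaction, 25 °C / Technique: plate fluorescence quenching by hydrolysis product, ex 480/em 530 nm / Repeats: singlicate testing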
# IDE cell activ: human IDE activators in live cells, primary screen, fluorescence polarization, HEK cells, FAbeta-B substrate. activation, % at 5.96 µM. AID 493087, 2011. FAbeta-B cleavage; 0% vehicle, 100% cell-free pure enzyme wells. 340,000 compounds, 0.073% hits. Insulin-degrading enzyme (Homo sapiens), P14735;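 active = activation above the mean of all tested compounds plus 3 SD, set per screening campaign, cut at about 17% in these data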
# PfM18AAP inh: PfM18AAP inhibitors, malaria aminopeptidase, primary screen, biochemical, QFRET, recombinant enzyme; M18 aspartyl aminopeptidase (Plasmodium falciparum 3D7); H-Glu-NHMec fluorogenic cleavage; inhibition, % at 7.35 µM; 290,000 compounds, 1.2% hits;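 active = inhibition above the campaign mean inhibition over all tested compounds plus 3 SD, cut at about 28% in these data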;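 also: 0% = plate median of test compound wells and 100% = 2 mM ZnCl2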
# NALP1 inh: NALP1 inflammasome inhibitors in reconstituted yeast, colorimetric, S. cerevisiae, triplicate retest. 280,000 compounds, 0.61% hits. inhibition, % at 10 µM. S. cerevisiae NALP1/ASC/caspase-1 growth, X-gal OD620, 72 h; in the data active = inhibition mostly above about 24%, no sharp cut-off; inactive = mostly below about 32%; also: some compounds called inactive have numbers as strong as hits
# VIM-2 inh: VIM-2 metallo-beta-lactamase inhibitors, primary screen, biochemical, epi-absorbance readout, Pseudomonas aeruginosa enzyme. purified VIM-2, nitrocefin hydrolysis, epi-absorbance fluorescence. 290,000 compounds, 0.89% hits. AID 1527, 2009. inhibition, % at 5.6 µM;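 active = inhibition above the mean of all tested compounds plus 3 SD, cutoff set per screening run, cut at about 7.5% in these data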;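 also: red hydrolysis product quenches plate fluorescence so inhibitors raise well fluorescence; 0% = enzyme with DMSO and 100% = DMSO without enzyme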
# IDE inh: human IDE inhibitors in live cells, primary screen, fluorescence polarization, HEK cells, FAbetaB substrate | Insulin-degrading enzyme (Homo sapiens), P14735 | FAbetaB cleavage | inhibition, % at 5.59 µM | 320,000 compounds, 0.41% hits | AID 434962, 2010;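 active = percent inhibition above the average of all tested compounds plus 3 SD, set per screening campaign, cut at about 16% in these data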;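 also: IDE supplied by intact live HEK cells; FP after avidin binding of uncleaved biotin substrate so inhibition keeps polarization high; 0% = DMSO wells and 100% = 60 µM reference IDE inhibitor Ii1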
# GPR7 antagonist: GPR7 receptor antagonists, primary screen, cell-based, fluorescence, single concentration; GPR7-expressing cells, fluorescence antagonist assay; 290,000 compounds, 1.1% hits; inhibition, % at 4.4 µM; Neuropeptides B/W receptor type 1 (Homo sapiens), P48145; in the data active = inhibition above about 16%, passing the limit was not always enough;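 also: cells stimulated with the agonist NPW; 0% = agonist with vehicle and 100% = vehicle without agonist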
# Target sequence (P48145 whole entry, looked up): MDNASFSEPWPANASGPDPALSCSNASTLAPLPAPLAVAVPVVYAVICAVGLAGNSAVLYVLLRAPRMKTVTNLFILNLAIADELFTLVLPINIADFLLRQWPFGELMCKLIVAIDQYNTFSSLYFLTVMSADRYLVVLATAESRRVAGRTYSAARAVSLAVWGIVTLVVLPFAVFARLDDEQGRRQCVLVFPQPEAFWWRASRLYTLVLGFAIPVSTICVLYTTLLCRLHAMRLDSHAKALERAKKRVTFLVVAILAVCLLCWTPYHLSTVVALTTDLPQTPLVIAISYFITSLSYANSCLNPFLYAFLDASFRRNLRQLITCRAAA
# Active calls of the source: *; x = no result given. Compounds as they come, and some 5.3% of all compounds hit somewhere here.
# Order of values – pCIP destab, PHOSPHO1 inh, IMP-1 inh, IDE cell activ, PfM18AAP inh, NALP1 inh, VIM-2 inh, IDE inh, GPR7 antagonist
CCOc1ccc(C2C(C#N)=C(N)Oc3cc(C)[nH]c(=O)c32)cc1OC (centres undefined)
 : -1.9, 16.6, -3.4, 6.7, 10.7, 7.0, -2.9, -1.4, -3.9
CCNC(=O)Nn1c(C)nnc1C
 : 2.7, 48.3, 1.3, 6.1, 3.1, 0.7, -3.5, 0.3, -15.1
O=C(CC1=NC2(CCCC2)Cc2ccccc21)N1CCOCC1
 : -13.6, 31.3, -0.9, -8.5, -11.3, 12.6, 0.7, -2.9, -12.9
CCCCNC(=O)Nc1nnc(-c2ccc(Cl)cc2)o1
 : 17.7, 9.1, -3.8, 3.9, -9.5, 49.1, -2.5, -5.0, 20.1
Cc1cc2cc(CNC(=S)NCc3ccccc3)ccc2n1C
 : -26.1, 10.8, -2.7, 13.6, -1.8, 5.6, -0.8, 0.9, 4.8
CC(=O)Nc1ccc(NC(=S)NC(=O)C2CCCC2)cc1
 : -7.8, 9.6, -5.3, 2.3, -1.5, 32.1*, -2.1, 7.2, -1.1
COCCn1c(SCC(=O)N2CCCCC2)nc2cccnc21
 : -5.0, 10.9, -5.0, 2.8, -7.7, 9.4, -4.8, 5.8, -4.2
CCOc1ccc(OCC)c(NC(=O)CCn2c(=O)oc3ccccc32)c1
 : -1.4, -1.1, -1.9, 4.3, -16.8, 0.5, -1.4, 2.4, -15.4
CCc1ccc(NC(=O)NCCN2CCCCC2)cc1
 : -6.1, x, 0.3, 5.4, -5.9, x, -0.3, 4.4, -5.8
COc1ccc(C2CC(c3ccc(OC)c(OC)c3)=NN2S(C)(=O)=O)cc1 (centres undefined)
 : 3.6, 24.0, -0.7, 1.0, 0.0, 2.7, -0.7, -7.0, -0.4
Cc1cccc(-n2c(SCC(=O)Nc3ncc(Cl)cc3Cl)nc3ccccc32)c1
 : 2.9, -2.4, -5.1, 2.3, 5.2, 20.1, -2.9, 1.6, -6.6
C[C@@H](C(=O)N1CCNCC1)n1cc(CCC(=O)O)nn1
 : 2.1, 30.4, -0.2, -4.4, -3.5, -5.1, -2.1, -1.1, -4.9
COc1ccc(C(=O)[C@H]2[C@H]3C(=O)N(c4ccccc4)C(=O)[C@H]3C3C=CC=NN32)cc1 (some centres undefined)
 : -3.4, 9.0, -1.1, x, 1.6, x, 0.5, 6.2, 1.5
O=c1c2ccccc2nc(/C=C/c2cccc([N+](=O)[O-])c2)n1CCO
 : -6.2, -1.8, -2.9, 2.7, -11.9, 32.2, -1.1, 7.5, -8.8
CCOC(=O)N1CCN(C(=O)C2CCCN(S(=O)(=O)c3ccc(OCC)cc3)C2)CC1 (centres undefined)
 : 3.4, 46.5, -2.3, 7.2, -1.3, 15.4, -1.6, -1.8, -21.9
COc1ccc(/C=C(/NC(=O)c2ccccc2)C(=O)N/N=C/c2sccc2C)cc1
 : -1.4, -14.5, -3.8, -2.7, 2.3, 19.3, -3.0, 2.0, -10.2
Oc1ccc(Oc2ccc(Oc3ccc(O)cc3)cc2)cc1
 : -13.9, 28.7, -2.5, -1.3, 1.7, 37.8*, -2.0, 3.0, -6.6
COc1ccc(CCNC(=O)/C=C/C(=O)O)cc1OC
 : -1.5, 28.7, -2.4, 5.7, -5.8, 6.9, -4.5, 1.1, 3.0
S=c1[nH]nc(-c2ccccc2)n1/N=C/c1c[nH]c2ccccc12
 : -1.0, 6.0, -1.3, -1.0, 5.1, 18.5, -0.7, 5.0, -6.3
CCOC(=O)N1CCN(C(=O)CN(CC)S(=O)(=O)c2cc(C)ccc2OC)CC1
 : 6.3, 46.5, -1.3, 3.5, -3.9, 23.0, -0.4, -3.1, 5.0
C/C(=N/NC(=O)c1ccn(C)n1)c1ccncc1
 : -13.3, -1.1, -2.6, x, -3.3, 25.5, -2.2, -3.7, -0.1
O=C(CCN1C(=O)c2ccccc2C1=O)Nc1sc2c(c1C(=O)NCC1CCCO1)CCC2 (centres undefined)
 : -1.6, -12.0, -1.8, 5.6, -0.2, 8.8, -1.4, -3.4, -7.6
CN(C)C(CNC(=O)CCc1nc2ccccc2s1)c1ccccc1 (centres undefined)
 : 2.4, 6.2, -2.3, 1.4, -1.4, 9.9, -2.7, 3.7, -2.3
CC1CCN(C2=NC(=O)/C(=C/c3cn(-c4ccccc4)nc3-c3cccc(S(=O)(=O)N(C)C)c3)S2)CC1
 : -25.5, -11.6, -4.0, -1.4, -1.1, 16.7, -1.7, 1.3, -8.3
COc1ccc(-c2nc(=S)[nH][nH]2)cc1
 : -11.1, 96.2*, 0.5, -15.9, -36.7, -30.3, -0.6, 5.9, 6.8
CNc1n[nH]c(=S)s1
 : -14.7, 52.5, -1.2, -8.9, -0.2, -16.1, -3.2, 7.5, -11.2
O=c1cc(CN2CCN(c3ccc(O)cc3)CC2)nc2scc(-c3ccccc3)n12
 : -3.6, 47.0, -1.6, -0.8, 23.1, 0.1, -3.6, 4.0, 4.9
CCC(c1nnc(SCC(=O)N2CC(=O)Nc3ccccc32)n1Cc1ccccc1)N(C)C (centres undefined)
 : 11.7, -8.3, -0.3, 1.9, -5.6, 17.3, 0.4, -0.1, 4.6
Cc1noc(C)c1CSc1nnc(-c2ccccc2)o1
 : -16.4, 37.3, -0.5, 6.2, 1.7, -5.3, 1.6, -1.5, 23.0*
CCCC(=O)Nc1nnc(S(=O)(=O)N2CCCC2)s1
 : -1.4, -21.1, -0.8, -0.8, -8.4, 16.1, -2.2, 1.0, -2.4
Cc1cccc(OCc2nnc(SCC(=O)N3c4ccccc4CC3C)n2C)c1C (centres undefined)
 : -21.5, -15.0, 1.4, -2.4, -3.2, -0.9, -0.9, 0.5, 1.7
Cc1cc(N2CCOCC2)nc2ccc(NC(=O)CCC(=O)N3CCCC(C)C3)cc12 (centres undefined)
 : -4.6, 34.2, -2.9, 8.2, -4.8, -35.4, 1.6, 8.0, -5.4
COc1ccccc1OCCSc1nc2ccccc2n1CCO
 : -1.7, 47.1, 0.0, 1.0, -1.4, 1.1, -4.0, 3.6, -4.3
CCOC(=O)N1CCN(S(=O)(=O)c2ccc(Cl)cc2)CC1
 : -5.7, 24.7, -3.5, 0.1, -0.8, 2.5, 0.9, 4.8, -0.7
C=CCNC(=S)N1CCN(CCN=CC2=C(O)CC(c3ccc(Cl)cc3)CC2=O)CC1 (centres undefined)
 : -4.6, -18.3, -3.9, -2.2, 3.7, -14.8, -3.2, 0.4, -12.2
CCc1cccc(CC)c1NC(=O)CN1CCN(c2ccccc2)CC1
 : -9.8, 23.2, -0.7, 2.4, -2.1, 28.1, -3.3, -4.3, -16.8
Cc1cc[n+](CCC(=O)O)c2ccccc12
 : -2.2, 19.3, -2.1, 5.2, -0.3, 16.2, -3.6, -0.5, -2.5
Cc1nc2c(-c3ccccc3)cnn2c(N2CCOCC2)c1C
 : 6.2, 37.3, -0.7, 1.8, -0.1, 6.9, 0.3, 2.6, -13.0
CCCCNc1c2c3c(cccc3n(C)c1=O)C(=O)c1ccccc1-2
 : -6.8, -26.0, 28.2*, 29.7*, 1.9, 0.2, 22.6*, 103.2*, 21.0*
C=CCNC(=O)c1cc2nc(C3CC3)cc(C(F)F)n2n1
 : 0.5, -19.8, -0.3, -7.7, -14.5, 19.7, -0.1, 0.1, -11.6
O=C(Nc1nc2c(s1)CCCC2)c1cc(-c2ccncc2)nc2ccccc12
 : 16.0, -17.6, -3.0, 2.6, 6.3, 26.3, -2.2, -1.1, -3.6
CSc1ncc(CN2CCc3c([nH]c4ccccc34)C2c2cccc(O)c2)cn1 (centres undefined)
 : 1.8, 22.0, -1.5, 1.9, 9.4, 2.3, -1.7, -2.6, -13.8
Cc1ccc(Oc2coc3cc(OC(=O)c4cccs4)ccc3c2=O)cc1
 : -9.7, 6.1, 1.5, -0.1, -13.5, 19.8, -1.3, -0.4, 0.2
O=C(Cc1ccccc1)NC(NCCc1ccccc1)C(Cl)(Cl)Cl (centres undefined)
 : -6.7, -4.0, -1.3, 8.8, -5.0, 13.6, -3.0, -5.6, -2.5
Clc1ccccc1OCc1nc(-c2ccccn2)no1
 : -4.0, 15.6, -3.4, 4.3, 3.7, 6.2, -2.7, -1.0, 4.0
COc1cccc(C(=O)CN2C(=O)C(C)(C)Oc3ccc(C(=O)N4CCCCCC4)cc32)c1
 : -2.6, -6.8, -2.1, 0.6, -9.2, 8.5, -0.7, -1.2, -2.4
COc1ccc(/C=C2\SC(=S)N(CCCC(=O)N3CCCCC3CCO)C2=O)cc1 (centres undefined)
 : 4.3, 27.9, 1.1, 0.1, -5.3, 22.5, -0.3, -3.0, -3.8
Cc1ccccc1NCC(=O)N/N=C\C=C\c1cccc([N+](=O)[O-])c1
 : -1.2, -5.2, -1.2, -0.1, 2.1, 11.8, -2.3, -1.4, 0.9
CCOc1cc(C(=O)CCC(=O)OCC(=O)N2c3ccccc3NC(=O)C2(C)C)ccc1O
 : -14.9, 7.4, -0.7, 0.5, 5.3, 20.6, -1.9, -2.8, -7.1
COCCOC(=O)c1ccc(NC(=O)COc2ccc([N+](=O)[O-])cc2)cc1
 : 8.8, 15.0, -3.5, 4.4, 5.2, -12.4, -3.1, 2.9, -13.5
CCOc1ccccc1Nc1nc(-c2sc(C)nc2C)cs1
 : -14.7, -0.8, -3.8, -2.1, -5.8, 0.9, -4.2, 2.6, 1.7
COc1cc(OC)c(C(=O)/C=C/c2ccccc2)c(O)c1O
 : -4.9, -5.1, x, 6.4, x, -9.4, x, -1.3, x
CN(C)c1ccc(C(=O)NC2CCCc3ccccc32)cc1 (centres undefined)
 : -12.1, 29.9, -2.7, -1.3, 6.9, -12.8, -1.2, 2.4, -2.2
COC(=O)c1ccc2c(=O)n(CCN3CCOCC3)c(SCC(=O)c3ccccc3)nc2c1
 : -6.2, 19.5, -3.9, 4.1, 9.0, -18.0, -4.7, 3.5, -1.2
Cn1c2ccccc2c2n[nH]c(=S)nc21
 : 10.1, -140.4, 0.5, -4.7, -1.9, 10.7, 4.4, 11.3, -5.0
Cc1nnc2c(SC(C)C)nc3ccccc3n12
 : -3.9, 9.2, -3.9, -4.3, 1.6, 15.4, 13.5*, 3.1, -7.1
C=CCN1C(=O)C(CCCC)NC1=S (centres undefined)
 : 0.5, 14.1, -3.0, 0.2, 4.3, x, -2.7, -2.5, -0.5
CC(C)c1nnc(NC(=O)C2CCCCC2)s1
 : -4.1, 30.0, 3.8, 9.6, 3.7, -2.0, 1.3, 0.5, 6.0
CC1(C)C(=O)Nc2ccccc2N1C(=O)COc1ccc(S(=O)(=O)N2CCOCC2)cc1Cl
 : -1.8, -7.4, -3.5, 0.6, 0.3, -5.3, -1.8, -1.1, -2.4
